Screening data from PubChem.
TrxR1 substrate – rat thioredoxin reductase 1 substrate activity; hit rate 0.01% among 390,000; purified TrxR1 substrate turnover, NADPH consumption readout; Potency, µM (top dose mostly 114 µM), for the others: at the top dose activity change, negative = substrate turnover; also: potency is read from the fitted curve at half-maximal effect; % is scaled to controls: 0 for no effect and ±100 for the full control effect; nearly all actives have a fitted effect of over 50% in size
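Rat TrxR1, dispensed at 90 nM, was prereduced with 400 uM NADPH (final) for 5 min at ~22 deg C, then incubated with compound 15 min before 400 uM selenite. A first-read NADPH fluorescence drop versus no-compound background flagged substrates.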
Tb PGK inh – T. brucei PGK inhibition | Potency, µM (top dose mostly 57.5 µM), inactives show at the top dose activity change, negative = inhibition, hits mostly inhibitors | PGK/GAPDH coupled, Kinase-Glo luminescence, 60 min | AID 602233 | P07378 | hit rate 0.043% among 380,000; also: potency is read from the fitted curve at half-maximal effect; % is scaled to controls: 0 for no effect and ±100 for the full control effect; nearly all actives have a fitted effect of over 60% in size
Target sequence (P07378 whole entry, looked up): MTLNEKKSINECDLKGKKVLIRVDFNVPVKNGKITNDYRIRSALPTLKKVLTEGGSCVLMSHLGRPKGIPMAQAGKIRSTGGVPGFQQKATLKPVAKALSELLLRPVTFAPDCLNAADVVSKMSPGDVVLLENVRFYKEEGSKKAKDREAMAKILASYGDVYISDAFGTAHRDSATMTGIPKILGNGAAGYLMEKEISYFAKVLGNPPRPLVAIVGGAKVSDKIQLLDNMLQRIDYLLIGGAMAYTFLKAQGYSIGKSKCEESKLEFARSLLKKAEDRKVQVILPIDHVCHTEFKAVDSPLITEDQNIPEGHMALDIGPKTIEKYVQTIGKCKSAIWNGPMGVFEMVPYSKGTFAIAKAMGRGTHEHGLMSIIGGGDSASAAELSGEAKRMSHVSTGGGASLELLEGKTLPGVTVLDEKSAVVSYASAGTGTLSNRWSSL
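Recombinant glycosomal PGK reaction used 1,3-bisphosphoglycerate generated in-well by GAPDH (100nM final) in 100mM TEA pH 7.6, 5mM MgCl2, 0.01% Tween-20. After 60 minutes at room temperature, ATP was read by Kinase-Glo Plus luminescence end-point.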
PI4K2A inh – PI4K2A (human) kinase inhibition; hit rate 0.13% among 420,000; activity change, negative = inhibition, % at 76.9 µM; AID 1346378; purified PI4K2A, ADP-Glo luminescence, 1 h; hits give low values; Q9BTU6; in the data active = activity change below about -50%; inconclusive = mostly about -30% to -49%;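 also: -100% = wells without enzyme as full effect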
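ADP-Glo luminescence measured ADP generated by PI4K2A enzyme (4 ug/mL before mixing) with 1.2 mM PI substrate (pre-mix) and 300 microM ATP (pre-mix). Tris pH7.5 buffer with MgCl2, Triton X-100; 1 h reaction at ambient temperature.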
TrxR1 inh – inhibitors of rat thioredoxin reductase 1. AID 588453. Potency, µM (highest dose often 114 µM), without a hit: at the highest dose activity change, negative = inhibition, actives largely listed as inhibitors. recombinant rTrxR1, NADPH fluorescence consumption, selenite substrate. hit rate 1% among 390,000. O89049; also: potency is read from the fitted curve at half-maximal effect; % is scaled to controls: 0 for no effect and ±100 for the full control effect; nearly all actives have a fitted effect of over 65% in size
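Rat TrxR1 (90 nM in the dispensed reagent) was pre-reduced with 400 uM NADPH for 5 min at room temperature, then incubated with compound for 15 min. After 400 uM selenite was added, NADPH fluorescence (Ex 340/Em 450 nm) was followed for 8 min.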
USP1 inh – USP1/UAF1 (human) deubiquitinase inhibition. Potency, µM (doses to about 57.1 µM), without a hit: at the top dose activity change, negative = inhibition, usual class: inhibitors. hit rate 0.23% among 390,000. AID 743255. recombinant USP1/UAF1, Ub-Rhodamine cleavage fluorescence; also: potency is read from the fitted curve at half-maximal effect; % is scaled to controls: 0 for no effect and ±100 for the full control effect; nearly all actives have a fitted effect of over 60% in size; inactives centre near -12
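In this screen, compounds sit with the deubiquitinase complex (1nM) for 15 min at room temperature before Ub-Rho is added at 150nM final. Fluorescence rise is then followed for 6 reads every 60 seconds.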
Pin1 inh – blocks the human prolyl isomerase Pin1; Potency, µM (titrated, usually from 115 µM), without a hit: at the top dose activity, negative = inhibition, hits mostly inhibitors; AID 504891; Pin1 FP peptide displacement, HiFluor488, 10 min; hit rate 0.009% among 390,000; active = well fitted inhibition curve with a large enough effect in the polarisation, with a control signal flat, not every such curve was filed as active; inconclusive = small, poorly fitted or top-dose-only effect, or effect the other way, or a change in a side signal; inactive = no such curve, though single readings can be large or run the other way; the % refers to the polarisation; also: potency is read from the fitted curve at half-maximal effect; % is scaled to controls: 0 for no effect and ±100 for the full control effect
GLS inh – blocks human kidney-isoform glutaminase activity. GLS enzymatic activity, qHTS titration. Potency, µM (titrated, usually from 45.5 µM), without a hit: at the top dose activity change, negative = inhibition, hits mostly inhibitors. O94925. hit rate 0.21% among 410,000; also: potency is read from the fitted curve at half-maximal effect; % is scaled to controls: 0 for no effect and ±100 for the full control effect
Target sequence (O94925 whole entry, looked up, canonical isoform): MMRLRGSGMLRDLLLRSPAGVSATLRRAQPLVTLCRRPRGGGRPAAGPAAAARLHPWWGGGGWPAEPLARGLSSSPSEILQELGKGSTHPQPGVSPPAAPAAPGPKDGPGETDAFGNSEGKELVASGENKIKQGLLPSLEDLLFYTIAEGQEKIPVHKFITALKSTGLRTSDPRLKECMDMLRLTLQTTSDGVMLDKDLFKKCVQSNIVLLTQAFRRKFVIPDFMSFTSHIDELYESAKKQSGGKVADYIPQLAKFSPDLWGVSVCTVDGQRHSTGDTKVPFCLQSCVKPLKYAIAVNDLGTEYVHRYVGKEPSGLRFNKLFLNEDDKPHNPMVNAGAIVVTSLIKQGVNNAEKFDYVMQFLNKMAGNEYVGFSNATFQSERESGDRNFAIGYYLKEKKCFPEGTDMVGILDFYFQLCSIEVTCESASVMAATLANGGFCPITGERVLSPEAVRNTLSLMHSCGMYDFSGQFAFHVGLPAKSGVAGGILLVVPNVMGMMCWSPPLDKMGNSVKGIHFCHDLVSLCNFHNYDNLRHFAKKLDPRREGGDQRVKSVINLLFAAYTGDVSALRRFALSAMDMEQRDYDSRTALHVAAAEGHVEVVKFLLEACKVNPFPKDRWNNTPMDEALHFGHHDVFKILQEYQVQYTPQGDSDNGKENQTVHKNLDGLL
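Enzyme dispensed in phosphate buffer (45 mM, pH 8.2, 0.02% Tween-20), compounds pinned in, then 1 mM L-glutamine solution and the glutamate oxidase–HRP–Amplex Red mix added; fluorescence read immediately and again after 30 min at room temperature.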
HP1b chromo inh – blocks HP1-beta chromodomain binding to methylated histone tails | P83916 | AlphaScreen HP1-beta / biotin-H3K9me3 peptide binding | Potency, µM (highest dose often 114 µM), for inactives: at the top dose activity change, negative = inhibition, usual class: inhibitors | hit rate 0.56% among 390,000; also: potency is read from the fitted curve at half-maximal effect; nearly all actives have a fitted effect of over 70% in size; inactives centre near 23
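AlphaScreen: HP1-beta (50 nM) preformed 30 min with biotin-H3(1-18)K9me3 peptide (50 nM) in PBS pH 7.4, 0.01% Tween-20. Compound added for 30 min at RT, then streptavidin donor/nickel chelate acceptor beads (10 ug/mL) for 30 min.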
IDH1 R132H inh – blocks human mutant IDH1 R132H enzyme | IDH1-R132H enzyme, NADPH consumption, diaphorase/resazurin fluorescence | Potency, µM (doses to about 76.6 µM), for the others: at the top dose activity change, negative = inhibition, most hits filed as inhibitors | hit rate 0.093% among 390,000 | AID 602179; also: potency is read from the fitted curve at half-maximal effect; % is scaled to controls: 0 for no effect and ±100 for the full control effect; nearly all actives have a fitted effect of over 65% in size
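IDH1-R132H (0.5 ug/mL) preincubated 30 min with compound, then NADPH (0.016 mM) and alpha-KG (2 mM) added; 80 min at RT, pH 7.5. Remaining NADPH coupled via diaphorase/resazurin to fluorescence (540/590 nm); concentration-response curves normalized to no-enzyme control.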
The depositor's hits bear a star; i = inactive; ? = inconclusive; . = no result given; [ ] = another dose, or the depositor's remark. Unless noted, calls follow the shape of the dose curve; as a rule, active = well fitted curve in the direction sought with a large enough effect; inconclusive = small, poorly fitted or top-dose-only effect, or another doubt; inactive = no such curve, though single readings can be large; an effect the other way counts as inactive or inconclusive. An excerpt (hit frequency here may not be typical).

entry | Molecule | TrxR1 substrate | Tb PGK inh | PI4K2A inh | TrxR1 inh | USP1 inh
1 | CCCNC(=O)C(=O)NCC(c1ccc2c(c1)OCO2)N1CCOCC1 (centres undefined) | 2.9%[57.1 µM] | -8.8% | -3.1 | 15.4%[57.1 µM] | -6.4%
2 | CCOC(=O)N1CCN(C(=O)CCC(=O)c2ccc(OCC)cc2)CC1 | 2.0% | i | -0.5 | 10.6% | -22.8%
3 | O=C(c1ccc(Cl)c(Cl)c1)c1cnc(Nc2ccccc2)s1 | 2.6%[57.1 µM] | -7.3% | -0.3 | -2.4%[57.1 µM] | -3.6%
4 | O=C(CCn1c(=O)c2sccc2n(Cc2ccccc2F)c1=O)NCc1ccc2c(c1)OCO2 | 4.0% | -2.1% | 4.7 | 16.0% | ?
5 | COc1ccccc1NC(=O)Nc1ncccc1C | -6.6% | i | 3.6 | -12.5% | -15.4%
6 | O=C(N1CCCCCC1)N1CCN(S(=O)(=O)c2ccccc2)CC1 | 8.1% | -2.0% | 10.6 | 18.1% | -17.7%
7 | COc1ccc(OC)c(Nc2ncnc3c2cnn3-c2cccc(C)c2)c1 | 8.6%[57.1 µM] | -0.2% | -6.6 | 12.7%[57.1 µM] | -17.1%
8 | CCCCN(C(=O)c1c(-c2ccccc2)noc1C)c1c(N)n(CCC)c(=O)[nH]c1=O | -8.1% | -8.7% | -1.2 | -19.8% | -6.5%
9 | Cc1ccc(CCNC(=O)C2CCN(c3nnc(-n4cccc4CNc4ccc(C)cc4)s3)CC2)cc1 | -7.8% | . | -13.3 | -13.4% | -5.8%
10 | N#CCCn1cc(C(=O)Nc2cccc(C(=O)O)c2)c(-c2ccc(Cl)cc2)n1 | -1.4% | -1.1% | -23.3 | 5.7% | 6.0%
11 | COC(=O)CSc1nc(NC#N)nc(NC(C)C)n1 | -1.8% | i | 2.1 | 9.8% | -16.6%
12 | C=CCNc1scc(-c2ccccc2)[n+]1CC=C | 0.7% | -5.1% | 3.7 | 19.3% | -23.8%

entry | Pin1 inh | GLS inh | HP1b chromo inh | IDH1 R132H inh
1 | -6.0% | 4.7% | 22.6% | 4.4%
2 | 0.4% | -4.3% | -1.0% | -3.3%
3 | 3.0% | 0.7% | 16.5% | 4.0%
4 | -2.3% | -6.7% | 10.4% | -11.5%
5 | -1.3% | -5.9% | 45.4%[activator] | 1.6%
6 | -4.2% | 5.2% | 20.8% | 10.3%
7 | 4.6% | 5.7% | 14.4% | 0.8%
8 | -8.6% | 0.4% | 28.0% | 1.0%
9 | 37.6%[activator] | -8.9% | 16.1% | .
10 | 3.9% | -0.6% | 25.0% | -9.6%
11 | -4.8% | 1.8% | 41.0%[activator] | 3.6%
12 | 0.3% | -2.8% | -11.2% | -2.4%

(list continues)
entry | Molecule | TrxR1 substrate | Tb PGK inh | PI4K2A inh | TrxR1 inh | USP1 inh
13 | CCC(C)NC(=O)c1cc2cc3ccc(OC)cc3nc2o1 (centres undefined) | 213.8%[activator][57.1 µM] | -15.2% | -10.0 | -131.9% | -20.3%
14 | CCOC(=O)CC1COCCN1Cc1cn[nH]c1-c1ccc2c(c1)OCO2 (centres undefined) | -1.6% | i | 0.7 | -2.8% | -8.1%
15 | CC1CCCCC1NC(=O)CCN1C(=O)C2C3C=CC(C3)C2C1=O (centres undefined) | -0.2% | i | 3.2 | 18.2% | -11.1%
16 | Cc1[nH]c2ccccc2c1C(=O)COC(=O)Cn1c(C(F)(F)F)nc2ccccc21 | -8.6% | -10.4% | -4.2 | -9.1% | -21.9%
17 | COc1ccc(C(CNC(=O)c2cccc(S(=O)(=O)Nc3ccccc3Cl)c2)N2CCOCC2)cc1 (centres undefined) | 8.9%[57.1 µM] | -9.3% | -0.5 | 5.7% | -13.4%
18 | CCOc1ccccc1OCCOc1cccc(C(F)(F)F)c1 | 2.2%[57.1 µM] | 0.2% | 3.4 | -1.9%[57.1 µM] | -9.2%
19 | CSCCC(NC(=O)c1ccc([N+](=O)[O-])cc1Cl)C(=O)OCC(=O)N(C)C (centres undefined) | -9.2% | -4.0% | -3.5 | -9.5% | 1.1%
20 | CC(NC(=O)Nc1ccccc1)C(c1ccccc1)N1CCOCC1 (centres undefined) | 5.9% | -6.5% | 0.2 | 14.2% | -14.4%
21 | NC1=NN=C(N2N=C(c3ccccc3)CC2(O)C(F)(F)F)n2ncnc2C1 (centres undefined) | 36.6%[activator] | -18.9% | -5.5 | 22.1% | -3.6%
22 | Cc1c(C(=O)N2CCN(CCc3ccccn3)CC2)oc2ccc(Cl)cc12 | -1.3% | 9.9% | 0.9 | 9.8% | -12.7%
23 | C/C(=N\Nc1nc(-c2ccc(C)cc2C)cs1)c1cc2ccccc2oc1=O | -16.8% | -4.2% | -3.0 | ? | 2.1%
24 | CC(C)c1ccc(NC(=O)C(c2ccccc2)N2CCC3(CC2)OCCO3)cc1 (centres undefined) | -3.3% | -7.2% | -2.8 | 1.9% | -23.5%

entry | Pin1 inh | GLS inh | HP1b chromo inh | IDH1 R132H inh
13 | 2.0% | -0.4% | 10.5% | 5.9%
14 | 4.2% | -17.7% | 39.3%[activator] | -10.6%
15 | 0.1% | -8.4% | 27.0% | 5.0%
16 | 10.4% | -2.6% | 22.0% | -1.1%
17 | 8.4% | -6.1% | 9.4% | 8.9%
18 | 1.0% | 3.2% | 191.4%[activator] | 4.5%
19 | 1.5% | 7.0% | 13.7% | 1.5%
20 | -3.2% | -0.8% | 22.4% | 3.4%
21 | -9.6% | 10.0% | 28.5% | 28.2%
22 | -11.8% | 4.4% | 14.1% | -6.4%
23 | ? | 16.5% | 21.8% | 2.1%
24 | -1.4% | 0.4% | 14.4% | 5.5%

Other compounds
entry | Molecule | TrxR1 substrate | Tb PGK inh | PI4K2A inh | TrxR1 inh | USP1 inh
25 | Cc1ccc(NC(=O)CCn2cnc3ccccc3c2=O)cc1Cl | -2.3% | 9.6% | -12.0 | 6.2% | -7.9%
26 | O=C(C1CC1)N1CCC(Oc2cccc(C(=O)N3CCCCC3CCO)c2)CC1 (centres undefined) | 5.6% | -0.2% | 3.8 | 18.3% | -19.5%
27 | O=c1oc2ccccc2c(Nc2ccccc2)c1[N+](=O)[O-] | 0.1% | -9.0% | -3.7 | -1.7% | -15.3%
28 | COc1ccc(OC)c(S(=O)(=O)N2CC=C(c3c(C)n(CC(=O)N4CCCC4)c4ccccc34)CC2)c1 | -1.6% | 4.1% | -5.3 | -11.7% | -22.4%
29 | Cc1cccc2c(=O)c(C(=O)NCc3ccc(F)cc3)c[nH]c12 | -8.5% | i | 0.5 | 15.6%[57.1 µM] | -7.6%
30 | COc1ccc(S(=O)(=O)N2CCCC2CNC(=O)C(=O)Nc2cccc(F)c2)cc1 (centres undefined) | -6.0% | -8.3% | -1.6 | 10.2% | -9.2%
31 | CN(C)CCCN(CCCN(C)C)C(=S)Nc1ccc(S(=O)(=O)N2CCOCC2)cc1 | 4.4% | 2.4% | -0.9 | -4.1% | -1.8%
32 | O=C1N=C(N2CCC(Cc3ccccc3)CC2)S/C1=C/c1cn[nH]c1-c1ccccc1 | -3.3% | -4.1% | -0.3 | -4.8% | -12.5%
33 | CC(=O)Nc1ccc(S(=O)(=O)N(C)S(=O)(=O)c2ccc(F)cc2)cc1 | 5.9%[57.1 µM] | 2.3% | -3.0 | -1.9%[57.1 µM] | -9.1%
34 | Cc1cccc(NC(=O)CN2C(=O)COc3ccc(Cl)cc32)c1 | 0.4% | -1.4% | 0.7 | 7.2% | -7.9%
35 | O=C(CC(c1cccs1)N1Cc2ccccc2C1=O)Nc1ccc(F)cc1 (centres undefined) | -2.4% | -2.0% | 0.9 | -5.2% | -29.4%
36 | O=C(O)c1ccccc1SCC(=O)N1CCc2ccccc21 | 11.8%[57.1 µM] | -1.7% | -4.6 | 11.3%[57.1 µM] | -2.0%

entry | Pin1 inh | GLS inh | HP1b chromo inh | IDH1 R132H inh
25 | 3.9% | 5.0% | 21.6% | -0.3%
26 | -9.0% | -9.7% | 32.8% | 12.4%
27 | -10.6% | 10.5% | 2.6% | 0.6%
28 | 37.0%[activator] | 3.0% | 19.4% | 10.0%
29 | 4.5% | 2.3% | 28.3% | -1.6%
30 | 7.4% | 0.0% | 34.2% | 1.0%
31 | 2.7% | 8.1% | 21.3% | 14.5%
32 | 2.9% | -2.5% | 8.9% | -0.4%
33 | -3.0% | -1.4% | 26.9% | 11.6%
34 | -3.4% | -3.6% | 30.2% | 4.7%
35 | 6.6% | -4.6% | 30.9% | 10.7%
36 | -0.7% | 7.1% | 52.7%[activator] | 2.8%

Reprinted, entries 35 to 36
entry | Molecule | TrxR1 substrate | Tb PGK inh | PI4K2A inh | TrxR1 inh | USP1 inh
35 | O=C(CC(c1cccs1)N1Cc2ccccc2C1=O)Nc1ccc(F)cc1 (centres undefined) | -2.4% | -2.0% | 0.9 | -5.2% | -29.4%
36 | O=C(O)c1ccccc1SCC(=O)N1CCc2ccccc21 | 11.8%[57.1 µM] | -1.7% | -4.6 | 11.3%[57.1 µM] | -2.0%

entry | Pin1 inh | GLS inh | HP1b chromo inh | IDH1 R132H inh
35 | 6.6% | -4.6% | 30.9% | 10.7%
36 | -0.7% | 7.1% | 52.7%[activator] | 2.8%
